PTHR1 ag = qHTS for PTHR1 Agonists: Primary Screen; Parathyroid hormone/parathyroid hormone-related peptide receptor (Homo sapiens), Q03431; HEK293 GP2 PTHR1 cells, GloSensor cAMP luminescence, 1 h; Potency, µM (titrated, usually from 115 µM), for the others: at the highest dose activation, most hits filed as activators; 410,000 compounds, 0.075% hits; AID 743266, 2014; further: potency means the concentration at half of the fitted maximal effect; nearly all actives have a fitted effect of over 55% in size; some results filed as inactive show a strong effect at the top dose; inactives centre near -15; many of its hits are not listed in these tables
Target sequence (Q03431 whole entry, looked up): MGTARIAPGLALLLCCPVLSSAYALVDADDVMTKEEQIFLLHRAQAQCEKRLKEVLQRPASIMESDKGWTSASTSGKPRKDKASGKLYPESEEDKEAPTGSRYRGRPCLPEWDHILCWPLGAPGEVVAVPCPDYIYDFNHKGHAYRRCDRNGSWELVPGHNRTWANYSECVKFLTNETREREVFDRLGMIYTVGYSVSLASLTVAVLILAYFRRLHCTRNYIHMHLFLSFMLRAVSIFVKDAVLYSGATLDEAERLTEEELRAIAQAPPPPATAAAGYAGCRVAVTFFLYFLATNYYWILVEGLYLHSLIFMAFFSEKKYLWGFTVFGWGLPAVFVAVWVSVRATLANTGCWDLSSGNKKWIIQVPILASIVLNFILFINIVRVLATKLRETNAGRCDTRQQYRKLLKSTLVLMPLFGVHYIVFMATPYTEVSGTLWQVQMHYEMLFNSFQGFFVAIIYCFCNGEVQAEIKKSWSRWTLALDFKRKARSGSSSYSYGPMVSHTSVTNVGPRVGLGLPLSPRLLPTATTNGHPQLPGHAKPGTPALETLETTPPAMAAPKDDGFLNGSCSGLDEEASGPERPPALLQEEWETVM
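HEK-293-derived GP2 cells expressing PTHR1 and a GloSensor cAMP reporter, 3,000/well, plated overnight, given luciferin plus IBMX (each 0.5 mM as added) for 1 h at 37 °C, then compound for 1 h at 37 °C. Luminescence was read after 15 min at room temperature.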
Akt phos inh = HTS Assay for Inhibitors of Akt Phophorylation: Primary Screen. Neuro2A IGF-stimulated pAkt S473 HTRF, 20 min; hits give low values. activity change, % for hits at 50 µM. 360,000 compounds, 0.32% hits. AID 651550, 2012; in the data active means activity change below about -80%; inconclusive means mostly about -51% to -80%; further: on the % scale 0 is the no-effect control and ±100 the full control effect
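Neuro2A cells in DMEM with 0.5% FBS, overnight at 37 deg C, given compound at single 50 µM final, then IGF (6 nM final) for 20 min at 37 deg C. Lysed; phospho-Akt Ser473 by HTRF after 24 h, 665/615 ratio.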
GLP1R inv ag = qHTS of GLP-1 Receptor Inverse Agonists (Inhibition Mode); Glucagon-like peptide 1 receptor (Homo sapiens), P43220; HEK293 GLP-1R CRE-luciferase, luminescence, 24 h; GLP-1R form is constitutively active; Potency, µM (highest dose often 38.3 µM), without a hit: at the top dose activity change, negative = inhibition, usual class: inhibitors; 410,000 compounds, 1.6% hits; AID 624417, 2012; further: potency means the concentration at half of the fitted maximal effect; on the % scale 0 is the no-effect control and ±100 the full control effect; nearly all actives have a fitted effect of over 55% in size
Target sequence (P43220 whole entry, looked up): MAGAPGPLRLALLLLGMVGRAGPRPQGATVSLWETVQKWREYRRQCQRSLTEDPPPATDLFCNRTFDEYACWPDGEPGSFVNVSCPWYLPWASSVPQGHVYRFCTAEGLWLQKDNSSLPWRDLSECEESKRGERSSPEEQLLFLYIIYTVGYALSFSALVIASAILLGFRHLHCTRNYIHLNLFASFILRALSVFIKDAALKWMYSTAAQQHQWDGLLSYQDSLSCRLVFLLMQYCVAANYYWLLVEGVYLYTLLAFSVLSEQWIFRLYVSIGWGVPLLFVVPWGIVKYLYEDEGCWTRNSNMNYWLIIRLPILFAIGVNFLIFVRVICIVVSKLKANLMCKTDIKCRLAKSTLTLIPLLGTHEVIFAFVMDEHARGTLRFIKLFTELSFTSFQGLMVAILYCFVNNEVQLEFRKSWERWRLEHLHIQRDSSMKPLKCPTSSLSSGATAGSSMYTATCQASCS
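Cells are plated, allowed 12 hours at 37 deg C, then treated with compounds for 24 hr before luciferase detection reagent is added and luminescence is read after 12 min at room temperature. The HEK293 line carries constitutively active GLP-1R with a cAMP-responsive reporter.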
aSyn rescue = qHTS of alpha-syn Inhibitors; Yeast expressing alpha-synuclein, growth rescue, BacTiter-Glo, 24 h; Potency, µM (top dose mostly 46.1 µM), for the others: at the top dose growth rescue (activation), usual class: activators; 370,000 compounds, 0.14% hits; AID 652106, 2013; further: potency means the concentration at half of the fitted maximal effect; % of control where 0% means no effect; nearly all actives have a fitted effect of over 65% in size
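Galactose-induced alpha-syn yeast (OD600=0.02, raffinose-pregrown) + pinned cpd, 24 hr, 30 deg C; growth by BacTiter-Glo luminescence. Growth restoration scores as activation.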
GLP1R cytotox = qHTS of GLP-1 Receptor Inverse Agonists: Cytotox Screen; HEK293 cAMP-luciferase reporter cells, luminescence, 24 h; Potency, µM (doses to about 38.3 µM), for inactives: at the highest dose activity change, negative = inhibition, usual class: inhibitors; 410,000 compounds, 0.13% hits;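 further: loss of luciferase light is scored as toxicity; potency means the concentration at half of the fitted maximal effect; on the % scale 0 is the no-effect control and ±100 the full control effect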
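Step one: seed cells (200 cells/uL, DMEM with 10% Nu serum, 1% pen-strep). Step two: 12-hour incubation at 37 deg C. Step three: pin 23 nL compound, incubate 24 hr. Step four: add luciferase reagent, read luminescence 12 min later.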
TDP43 rescue = qHTS of TDP-43 Inhibitors. TDP-43 expressing yeast growth rescue, BacTiter-Glo, 24 h. Potency, µM (series often up to 46.1 µM), for the others: top-dose growth rescue (activation), hits mostly activators. 410,000 compounds, 1.8% hits. AID 652104, 2013; further: potency means the concentration at half of the fitted maximal effect; % of control where 0% means no effect; nearly all actives have a fitted effect of over 50% in size
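Cell-based yeast growth screen: TDP-43 expression induced in galactose, inoculum OD600=0.02 after raffinose pregrowth to mid-log. Read-out BacTiter-Glo luminescence at 24 hr, 30 deg C; inhibition of toxicity seen as signal increase.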
Mm-Cpn inhibitor = Inhibitors of TCP-1 ring complex (TRiC) of Methanococcus maripaludis (MmCpn): qHTS | purified Mm-Cpn ATPase, ADP Transcreener TR-FRET | Potency, µM (doses to about 76.9 µM), for the others: top-dose activity, negative = inhibition, usual class: inhibitors | 330,000 compounds, 0.031% hits; further: potency means the concentration at half of the fitted maximal effect; on the % scale 0 is the no-effect control and ±100 the full control effect; nearly all actives have a fitted effect of over 80% in size
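TR-FRET (320 nm excitation; 590 and 665 nm emission) reports ADP made from 10 uM ATP by 25 nM enzyme; compounds were preincubated 10 min, reaction run 30 min, both at 37°C.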
FUS yeast rescue = qHTS for Suppressors of FUS Proteinopathy: Primary screen using FUS-linked yeast assay; S. cerevisiae FUS-expressing, growth rescue, OD600, 24 h; Potency, µM (top dose mostly 76.6 µM), for inactives: at the top dose growth rescue (activation), hits mostly activators; 390,000 compounds, 0.24% hits; AID 1347120, 2019;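 further: potency means the concentration at half of the fitted maximal effect; plate controls were DMSO vehicle for no effect and reference control for full effect; nearly all actives have a fitted effect of over 55% in size; some results filed as inactive show a strong effect at the top dose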
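Absorbance at 600 nm, taken 24hr after compound addition, measured rescue of FUS-yeast growth at 30C. Induction used 2% galactose with seeding at OD 0.005. Controls: CP55940 from 92uM final, DMSO only.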
Abeta yeast res = qHTS for compounds that reverse cellular toxicity of Amyloid beta (A-beta) peptide in yeast: Primary Screen; yeast expressing A-beta42, growth rescue, OD600, 48 h; response scale: 0% DMSO, 100% iron-clioquinol control; Potency, µM (doses to about 46.1 µM), inactives show top-dose growth rescue, hits mostly activators; 410,000 compounds, 0.063% hits; further: potency means the concentration at half of the fitted maximal effect; nearly all actives have a fitted effect of over 55% in size
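Yeast growth medium received pinned compounds, then yeast cells expressing toxic A-beta were added; plates incubated at 30 C for 48 hr. Growth read as absorbance at 600 nm, normalized to DMSO and equimolar FeCl3 plus clioquinol controls.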
An asterisk follows results filed as active; [ ] = dose if it differs, or a comment. Unless noted, the call rests on the fitted dose curve; in most records, active means well fitted curve in the direction sought with a large enough effect; inconclusive means small, poorly fitted or top-dose-only effect, or another doubt; inactive means no such curve, though single readings can be large; an effect the other way counts as inactive or inconclusive. These rows are one share of the data. The share of hits here may be higher or lower than overall.

Screening N#CCCCSc1nnc(CSc2nc3ccccc3s2)n1-c1ccccc1 returned PTHR1 ag -44%[inhibitor][57.5 µM], Akt phos inh inactive, GLP1R inv ag inconclusive, aSyn rescue -4%, GLP1R cytotox 2%, TDP43 rescue 13%, Mm-Cpn inhibitor -17%, FUS yeast rescue 16% and Abeta yeast res 25%.
Screening O=C(c1ccccc1)N(Cc1ccc(F)cc1)Cc1nc2ccccc2c(=O)[nH]1 returned PTHR1 ag -8%[57.5 µM], GLP1R inv ag -25%, aSyn rescue 8%, GLP1R cytotox inconclusive, TDP43 rescue -22%, Mm-Cpn inhibitor 0%, FUS yeast rescue 25% and Abeta yeast res 7%.
O=S(=O)(Nc1ccon1)c1cc(Cl)ccc1Cl was read as PTHR1 ag -14%, Akt phos inh inactive, GLP1R inv ag 26%, aSyn rescue -3%, GLP1R cytotox 1%, TDP43 rescue 6%, Mm-Cpn inhibitor -5%, FUS yeast rescue -5% and Abeta yeast res 8%.
Screening CCOC(=O)c1cc(OC(=O)c2ccc(C)cc2)n(-c2ccccc2)n1 returned PTHR1 ag -17%, GLP1R inv ag 16%, aSyn rescue -28%, GLP1R cytotox 1%, TDP43 rescue 26%, FUS yeast rescue 5% and Abeta yeast res -29%.
Screening Nc1nc(CSCCO)nc(Nc2ccccc2)n1 returned PTHR1 ag inactive, Akt phos inh inactive, GLP1R inv ag 18%, aSyn rescue 1%, GLP1R cytotox -6%, TDP43 rescue -4%, Mm-Cpn inhibitor 0%, FUS yeast rescue 3% and Abeta yeast res 9%.
OC(COC1CCCCC1)CN1CCCCC1 (stereo not given) was read as PTHR1 ag inconclusive, Akt phos inh inactive, GLP1R inv ag 8%, aSyn rescue -5%, GLP1R cytotox 4%, TDP43 rescue -7%, Mm-Cpn inhibitor 1%, FUS yeast rescue -27% and Abeta yeast res -2%.
Screening CN(CC(=O)N1CCCC1)S(=O)(=O)c1cccc(Cl)c1 returned PTHR1 ag -22%, Akt phos inh inactive, GLP1R inv ag 4%, aSyn rescue 4%, GLP1R cytotox 2%, TDP43 rescue -5%, Mm-Cpn inhibitor -1%, FUS yeast rescue 21% and Abeta yeast res -1%.
COc1ccc(CC(=O)OCC(=O)Nc2ccc(Cl)c(S(=O)(=O)N(C)C)c2)cc1 was read as PTHR1 ag -44%[inhibitor], Akt phos inh inactive, GLP1R inv ag 14%, aSyn rescue -3%, GLP1R cytotox 1%, TDP43 rescue -11%, Mm-Cpn inhibitor 3%, FUS yeast rescue 18% and Abeta yeast res 0%.
`O=C1Nc2ccccc2N=C(c2ccccc2)C1N(C(=O)c1ccnc2ccccc12)c1ccccc1` (stereo not given) gave PTHR1 ag -1%, Akt phos inh inactive, GLP1R inv ag 1%, aSyn rescue 7%, GLP1R cytotox -6%, TDP43 rescue 5%, FUS yeast rescue inconclusive and Abeta yeast res -3%.
Screening CCOC(=O)N1CCC(NC(=O)C2CCCN(Cc3nc(-c4cccc(C)c4)oc3C)C2)CC1 (stereo not given) returned PTHR1 ag -21%, Akt phos inh inactive, GLP1R inv ag inconclusive, aSyn rescue 5%, GLP1R cytotox -10%, TDP43 rescue -21%, Mm-Cpn inhibitor 1%, FUS yeast rescue 4% and Abeta yeast res -7%.
For COc1ccc(C(Nc2cc(C)ccn2)c2ccc3ccc(C)nc3c2O)cc1 (stereo not given) the results were PTHR1 ag inactive, Akt phos inh inactive, GLP1R inv ag -8%, aSyn rescue 16%, GLP1R cytotox 6%, TDP43 rescue 6%, Mm-Cpn inhibitor 2%, FUS yeast rescue 18% and Abeta yeast res 7%.
For COc1cccc(-c2ccc3c(N)c(C(=O)c4ccc(Br)cc4)sc3n2)c1 the results were PTHR1 ag inactive, GLP1R inv ag -19%, GLP1R cytotox 79%[activator], TDP43 rescue 1%, FUS yeast rescue -1% and Abeta yeast res -5%.
For CCn1c(SCC(=O)Nc2ccccc2N2CCCCC2)nc2c1c(=O)n(C)c(=O)n2C the results were PTHR1 ag -31%[57.5 µM], Akt phos inh inactive, GLP1R inv ag 53%[activator], aSyn rescue 17%, GLP1R cytotox 3%, TDP43 rescue -23%, Mm-Cpn inhibitor 0%, FUS yeast rescue 16% and Abeta yeast res -8%.
CC(Sc1c[nH]c2ccccc12)C(=O)O (stereo not given) was read as PTHR1 ag -19%[57.5 µM], Akt phos inh inactive, GLP1R inv ag 10%, aSyn rescue 6%, GLP1R cytotox 0%, TDP43 rescue -1%, Mm-Cpn inhibitor -2%, FUS yeast rescue -6% and Abeta yeast res 21%.
Screening N#Cc1c(N2CCN(c3ccc(F)cc3)CC2)nc(N)c2c(N)nc3c(c12)CC(=O)N3C1CC1 returned PTHR1 ag inactive, Akt phos inh inactive, GLP1R inv ag 2%, aSyn rescue 8%, GLP1R cytotox -14%, TDP43 rescue 14%, Mm-Cpn inhibitor -2%, FUS yeast rescue 25% and Abeta yeast res -17%.
Screening CC(C)C(NS(=O)(=O)c1ccc2c3c(cccc13)C(=O)N2)C(=O)O (stereo not given) returned PTHR1 ag -24%, Akt phos inh inactive, GLP1R inv ag 2%, aSyn rescue 0%, GLP1R cytotox 9%, TDP43 rescue 5%, Mm-Cpn inhibitor -4%, FUS yeast rescue -9% and Abeta yeast res -3%.
COc1ccc(CN2CCn3ncc(C(=O)Nc4ccccc4)c3C2=O)cc1 was read as PTHR1 ag inactive, Akt phos inh inactive, GLP1R inv ag -8%, aSyn rescue 22%, GLP1R cytotox 12%, TDP43 rescue 4%, Mm-Cpn inhibitor 0%, FUS yeast rescue -12% and Abeta yeast res 1%.
For CC(NC(=O)CSc1nc2ccc(N)cc2s1)c1ccccc1 (stereo not given) the results were PTHR1 ag -15%, Akt phos inh inactive, GLP1R inv ag inconclusive, aSyn rescue -18%, GLP1R cytotox 26%, TDP43 rescue -74%[inhibitor], Mm-Cpn inhibitor -1%, FUS yeast rescue 12% and Abeta yeast res inconclusive.
`CC(C)NC(=O)C1CCN(C2CCN(C(=O)Cc3ccc4c(c3)OCO4)CC2)CC1` gave PTHR1 ag -19%, Akt phos inh inactive, GLP1R inv ag 5%, aSyn rescue 1%, GLP1R cytotox -12%, TDP43 rescue 0%, Mm-Cpn inhibitor -1%, FUS yeast rescue 11% and Abeta yeast res -8%.
`Cc1noc(/C=C/c2ccco2)c1S(=O)(=O)N1CCC(C(=O)N2CCc3ccccc32)CC1` gave PTHR1 ag inactive, Akt phos inh inactive, GLP1R inv ag 4%, aSyn rescue -1%, GLP1R cytotox 3%, TDP43 rescue -6%, Mm-Cpn inhibitor -4%, FUS yeast rescue 29% and Abeta yeast res 0%.
For O=C(CSc1nnc(CNc2ccc(F)cc2)n1-c1ccccc1)N1CCOCC1 the results were PTHR1 ag 14%[57.5 µM], Akt phos inh inactive, GLP1R inv ag -17%, aSyn rescue -8%, GLP1R cytotox -2%, TDP43 rescue -7%, Mm-Cpn inhibitor 0%, FUS yeast rescue inconclusive and Abeta yeast res -27%.
CCCS(=O)(=O)c1c(S(=O)(=O)CCC)c2cc(CC)ccn2c1C(=O)OC was read as PTHR1 ag -14%, Akt phos inh inactive, GLP1R inv ag inconclusive, aSyn rescue 0%, GLP1R cytotox -15%, TDP43 rescue inconclusive, Mm-Cpn inhibitor 0%, FUS yeast rescue 19% and Abeta yeast res -12%.
`CCN(CC)S(=O)(=O)c1ccc2c(c1)N(CC(=O)NCCc1ccc(S(N)(=O)=O)cc1)C(=O)CO2` gave PTHR1 ag -72%[inhibitor], Akt phos inh inactive, GLP1R inv ag -3%, aSyn rescue -3%, GLP1R cytotox 18%, TDP43 rescue -2%, Mm-Cpn inhibitor 0%, FUS yeast rescue 4% and Abeta yeast res -10%.
Screening Cc1cccc(C(=O)Nc2ccc3ccccc3c2)c1 returned PTHR1 ag -43%[inhibitor], Akt phos inh inactive, GLP1R inv ag inconclusive, aSyn rescue -5%, GLP1R cytotox 0%, TDP43 rescue 3%, Mm-Cpn inhibitor 0%, FUS yeast rescue -13% and Abeta yeast res 11%.
Cc1ccccc1NC(=S)NCCSc1ccc(Cl)cc1 was read as PTHR1 ag -10%, Akt phos inh inactive, GLP1R inv ag inconclusive, aSyn rescue 1%, GLP1R cytotox inconclusive, TDP43 rescue 18µM*, Mm-Cpn inhibitor 2%, FUS yeast rescue 36% and Abeta yeast res -10%.

Random excerpt: two entries already listed
`CC(C)NC(=O)C1CCN(C2CCN(C(=O)Cc3ccc4c(c3)OCO4)CC2)CC1` gave PTHR1 ag -19%, Akt phos inh inactive, GLP1R inv ag 5%, aSyn rescue 1%, GLP1R cytotox -12%, TDP43 rescue 0%, Mm-Cpn inhibitor -1%, FUS yeast rescue 11% and Abeta yeast res -8%.
`Cc1noc(/C=C/c2ccco2)c1S(=O)(=O)N1CCC(C(=O)N2CCc3ccccc32)CC1` gave PTHR1 ag inactive, Akt phos inh inactive, GLP1R inv ag 4%, aSyn rescue -1%, GLP1R cytotox 3%, TDP43 rescue -6%, Mm-Cpn inhibitor -4%, FUS yeast rescue 29% and Abeta yeast res 0%.
